High-throughput results (PubChem BioAssay)
L3MBTL1 block = inhibitors of human L3MBTL1; Q9Y468; AlphaScreen L3MBTL1–H3K9me1 peptide binding; Potency, µM (doses to about 57.1 µM), for the others: at the highest dose activity, negative = inhibition, most hits filed as inhibitors; hit rate 0.66% among 230,000; active = well fitted inhibition curve with a large enough effect; note: nearly all actives have a fitted effect of over 60% in size
Target sequence (Q9Y468 whole entry, looked up): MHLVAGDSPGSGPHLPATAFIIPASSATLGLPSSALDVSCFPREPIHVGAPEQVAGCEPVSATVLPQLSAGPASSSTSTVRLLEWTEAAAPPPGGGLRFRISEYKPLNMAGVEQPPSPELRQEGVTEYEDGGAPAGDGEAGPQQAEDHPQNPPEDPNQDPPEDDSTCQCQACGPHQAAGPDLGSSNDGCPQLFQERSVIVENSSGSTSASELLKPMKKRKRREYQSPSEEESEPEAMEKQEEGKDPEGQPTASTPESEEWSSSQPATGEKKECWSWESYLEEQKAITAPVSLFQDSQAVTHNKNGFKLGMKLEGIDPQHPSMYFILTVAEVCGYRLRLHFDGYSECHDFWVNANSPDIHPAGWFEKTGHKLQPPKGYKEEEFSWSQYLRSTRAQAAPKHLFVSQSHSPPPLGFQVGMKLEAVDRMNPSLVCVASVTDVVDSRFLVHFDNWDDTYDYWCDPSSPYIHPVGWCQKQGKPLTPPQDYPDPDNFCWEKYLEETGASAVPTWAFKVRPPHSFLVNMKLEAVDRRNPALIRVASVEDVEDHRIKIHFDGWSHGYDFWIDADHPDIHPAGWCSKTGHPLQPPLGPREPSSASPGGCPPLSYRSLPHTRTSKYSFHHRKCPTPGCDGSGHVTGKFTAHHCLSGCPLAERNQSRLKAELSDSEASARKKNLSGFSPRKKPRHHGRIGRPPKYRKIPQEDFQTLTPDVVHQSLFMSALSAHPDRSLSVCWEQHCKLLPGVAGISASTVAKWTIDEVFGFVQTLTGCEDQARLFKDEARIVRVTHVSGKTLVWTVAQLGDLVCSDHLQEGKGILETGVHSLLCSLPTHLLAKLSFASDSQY
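Read-out is AlphaScreen signal from streptavidin donor and nickel chelate acceptor beads (10 ug/mL final each) bridging L3MBTL1 (50 nM) and biotinylated K9-monomethylated H3(1-15) peptide (75 nM), after 30 min compound exposure at room temperature.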
* marks the source's active call; other numbers are inactive results; & = joins results of further samples; [ ] = remark or other dose. % is set by controls: 0 for no effect and ±100 for the full control effect; potency is the fitted concentration of half-maximal effect.

SMILES	L3MBTL1 block
COc1ccccc1N1C(=O)CC(N2CCN(c3ccc(Cl)cc3)CC2)C1=O (stereo not drawn)	-1%
O=C(CSc1nccn(-c2ccc(Br)cc2)c1=O)NCc1ccccc1	0%
CC(C)Cn1c(N)c(C(=O)CSc2nnc(C3CC3)n2C2CC2)c(=O)n(C)c1=O	3%
CCOc1cc(-c2noc(CCC(=O)NCCc3ccccc3)n2)ccc1OC	2%
COc1ccc(NC(=O)CCc2ccccc2)cc1S(=O)(=O)N1CCCCC1	-3%
COc1cc(OC)cc(C(=O)NNC(=O)CN2C(=O)NC3(CCCC3)C2=O)c1	0%
N#Cc1ccc(C(=O)NN2C(=O)NC3(CCCCC3)C2=O)cc1	7%
Cc1cnc(NC(=O)CCc2ccccc2)s1	2%
COc1ccc(S(=O)(=O)N2CCOCC2)cc1C(=O)N(C)Cc1ccco1	-3%
COc1ccc(-c2c(-c3ccc4c(c3)OCO4)noc2C)cn1	-1%
CCc1ccc(NS(=O)(=O)c2cc3c(cc2C)n(C)c(=O)c(=O)n3C)cc1	8%
Cc1ccc(SCC(=O)OCC(=O)N(C)CC(=O)Nc2ccc(F)cc2)cc1	8%
CCOc1ccccc1NC(=O)c1ccc(S(=O)(=O)N(C)c2ccccc2)cc1	-1%
COc1ccc(S(=O)(=O)N2CCc3ccccc32)cc1OC	-6%
Cc1ccc(N2Cc3ccccc3C2=O)cc1	8%
Cc1ccc2[nH]c(C(=O)N3CCOCC3)cc2c1	3%
O=C(NCC1CC1)c1cccc2c1C(=O)c1ccc(-c3ccc(OC(F)(F)F)cc3)cc1S2(=O)=O	-1%
COc1ccc(C)cc1NC(=O)C(OC(=O)c1cnc(C)cn1)c1ccccc1 (stereo not drawn)	-8%
CC(=O)Nc1ccc(C(=O)Nc2nnc(CCc3ccccc3)s2)cc1	0%
CCCCn1c(N)c(N(CCC(C)C)C(=O)CC2CCCCC2)c(=O)[nH]c1=O	8%
COc1cc(CN(C)CC2CCCN(CCc3ccc(F)cc3)C2)c(Cl)cc1O (stereo not drawn)	-2%
CNC(=S)Nc1cccc(S(=O)(=O)NCc2ccco2)c1	-12%
COc1ccc(C(=O)Nc2nc3ccc(OC)cc3s2)cc1	1%
C=C(Br)CN1[C@@H](Cc2ccccc2)[C@H](O)[C@@]23C=C[C@@H](C[C@@H]2S1(=O)=O)O3	3%
Fc1ccccc1-c1cc2cc3c(cc2cn1)OCO3	15%
C[C@@]12C(=O)Nc3ccc(Br)cc3C(=O)N1[C@H]1c3ccccc3OC[C@@H]1[C@@H]2c1ccccc1	-5%
Cc1cc(=O)oc2cc(NC(=O)COc3cccc(C(F)(F)F)c3)ccc12	-10%
O=C(CSc1nnnn1-c1ccc(F)cc1F)Nc1ccccc1F	11%
O=C(Cn1ncc(Cl)c(Cl)c1=O)c1ccc2c(c1)OCCO2	-5%
Cc1c(C(=O)N2CCN(S(=O)(=O)c3ccc(F)cc3)CC2)oc2ccccc12	0%
CCCCn1c(-c2cccc3ccccc23)nc2cc3[nH]c(=O)c(C(C)C)nc3cc21	-4%
CC1(C)CC(=O)C=C(c2cccc(O)c2)C1	4%
O=C(c1cccs1)N1CCN(c2cccc(Cl)c2)CC1	4%
COC(=O)c1sc(NC(=S)NC(=O)c2cccc(Br)c2)nc1C	-8%
Cc1ccc(S(=O)(=O)N2[C@@H](c3ccc(C(C)(C)C)cc3)C(C(=O)O)=CC[C@H]2c2ccc(C(C)C)cc2)cc1	-13%
O=C(CSc1nnc(Nc2ccccc2F)s1)NC1CC1	1%
Cc1ccc(Sc2ncccc2C(=O)NCC(c2ccc(F)cc2)N2CCOCC2)c(C)c1 (stereo not drawn)	0%
CC1CCN(C(=O)CN2C(=O)NC(C)(c3ccc4ccccc4c3)C2=O)CC1 (stereo not drawn)	-5%
CCOC(=O)c1ccc(S(=O)(=O)N2CCC(C(=O)NCC3CCCCC3)CC2)cc1	3%
O=C(Nc1ccccc1)C(=O)c1c[nH]c2ccccc12	-8%
CC(=O)Oc1ccc(C(=O)Nc2cccnc2)cc1	-4%
CN(CC(=O)Nc1cc(S(=O)(=O)N2CCCCCC2)ccc1Cl)Cc1ccc2c(c1)OCO2	-3%
O=c1oc(C2(O)CCCCC2)cc2ccc(Br)cc12	1%
O=[N+]([O-])c1ccccc1S(=O)(=O)N/C(=N/S(=O)(=O)c1ccccc1)c1ccccc1	21%
NC(=O)c1ccsc1NC(=O)CSc1ncnc2sccc12	-11%
CCCCn1c(N)c(N(CCOC)C(=O)C2CCCN(C(=O)c3ccc(Cl)cc3)C2)c(=O)[nH]c1=O (stereo not drawn)	3%
COc1ccc(-n2c(SCC(=O)N(C)C3CCS(=O)(=O)C3)nc3ccc(O)cc3c2=O)cc1OC (stereo not drawn)	7%
NC(=O)C1CCN(Cc2cccc(OCc3ccccc3)c2)CC1	23%
NC(=O)C1CCN(c2nc(-c3ccccc3N)cs2)CC1	-1%&7%
CC1CCCCC1NC(=O)c1ccc2c(c1)OCCO2 (stereo not drawn)	-1%
COc1c(Cl)cc(Cl)cc1C(=O)Nc1ccc(CN2CCOCC2)cc1	2%
O=C(NCC(=O)N1CCCCCCC1)c1cccc([N+](=O)[O-])c1	3%
COCCN1C(=NCCCOC(C)C)N[C@@H](c2ccccc2)C(C(=O)OC)=C1C	23%
CC(C)Oc1ccc(CNC(=S)Nc2ccccc2)cc1Cl	4%[2.29 µM]
CC[C@@]1(C(=O)OC)N[C@H](CN(C)C(=O)Nc2ccc(Cl)cc2)[C@@H]2C(=O)N(Cc3ccccc3)C(=O)[C@@H]21	4%
Cc1cc(NC(=O)CN2C(=O)NC(CC(C)C)C2=O)no1 (stereo not drawn)	-2%
O=C(CCc1ccc(S(=O)(=O)N2CCOCC2)cc1)Nc1ccc(F)cc1[N+](=O)[O-]	-10%
CCC(NC(=O)C(C)NC)C(=O)N1CCCC1C(=O)NC1CCCc2ccccc21 (stereo not drawn)	6%
COc1ccc([C@H]2C(C(=O)O)=C[C@@H](CC3CCCC3)N2S(=O)(=O)c2ccc(C)cc2)cc1OC	2%
Cc1ccc(N2CC(C(=O)NCc3n[nH]c(=O)c4ccccc34)CC2=O)cc1C (stereo not drawn)	2%
(further entries)
SMILES	L3MBTL1 block
C#CCOCCOCCOCCNc1nc(N2CCN(C(=O)[C@H](CCCCN)n3cc(CN)nn3)CC2)nc(N2CCN(C(=O)[C@H](CCC(=O)O)n3cc([C@@H](N)CCCCN)nn3)CC2)n1	15%
C[C@@H]1CN([C@@H](C)CO)C(=O)c2cccc(NC(=O)C3CCOCC3)c2O[C@H]1CN(C)S(=O)(=O)c1ccc(Cl)cc1	1%
COc1ccccc1NC(=O)c1cc(S(=O)(=O)N2CCCC2)cn1C	-1%
O=C(Nc1ccccc1Cl)Nc1cccc2cccnc12	-2%
COc1ccc(NC(=O)C2CC(c3ccc(Cl)cc3)=NO2)cc1OC (stereo not drawn)	0%
CSc1ccccc1NC(=O)COC(=O)c1cnc(C)cn1	5%
CCCCN1CC(COCc2ccccc2)Oc2ccccc2S1(=O)=O (stereo not drawn)	35%[activator]
COc1ccc(S(=O)(=O)N2CCOCC2)cc1C(=O)N(C)Cc1ccccc1F	-9%
COc1ccc(CN2CCN(Cc3ccccc3F)CC2)cc1OC	-5%
CC(C)(C)c1ccc(-c2n[nH]c(=S)n2-c2ccccc2)cc1	9%
COc1ccc(S(=O)(=O)NNC(=O)c2ccc([N+](=O)[O-])cc2)cc1	0%[2.29 µM]
CCOc1ccc2ccccc2c1CNCCc1ccc(S(N)(=O)=O)cc1	3%
C[C@H](CO)N1C[C@H](C)[C@@H](CN(C)S(=O)(=O)c2cccs2)Oc2c(NC(=O)NC3CCCCC3)cccc2C1=O	1%
O=C(OCC(=O)N1CCN(S(=O)(=O)c2ccc(Cl)cc2)CC1)C1CCC1	4%
O=C(CSc1nnc(C2CC2)n1C1CC1)c1cc(F)ccc1F	-9%
C[C@@H]1C=CC(=O)O[C@@H]1c1ccc(Cl)cc1	-3%
COc1ccc(OC)c(C(=O)N/N=C/c2ccccn2)c1	-2%
COc1ccc(N(CC(=O)NCCSCc2ccccc2Cl)S(C)(=O)=O)cc1Cl	0%
CN(Cc1nc2ccccc2c(=O)[nH]1)C(=O)c1cccc(NC(=O)c2cccs2)c1	-2%
Cn1nc(C(=O)OCC(=O)Nc2ccc(SC(F)F)cc2)c2ccccc2c1=O	-4%

Copied from the entries so far for reference:
SMILES	L3MBTL1 block
COc1c(Cl)cc(Cl)cc1C(=O)Nc1ccc(CN2CCOCC2)cc1	2%
O=C(NCC(=O)N1CCCCCCC1)c1cccc([N+](=O)[O-])c1	3%
COCCN1C(=NCCCOC(C)C)N[C@@H](c2ccccc2)C(C(=O)OC)=C1C	23%
CC(C)Oc1ccc(CNC(=S)Nc2ccccc2)cc1Cl	4%[2.29 µM]
CC[C@@]1(C(=O)OC)N[C@H](CN(C)C(=O)Nc2ccc(Cl)cc2)[C@@H]2C(=O)N(Cc3ccccc3)C(=O)[C@@H]21	4%
Cc1cc(NC(=O)CN2C(=O)NC(CC(C)C)C2=O)no1 (stereo not drawn)	-2%
O=C(CCc1ccc(S(=O)(=O)N2CCOCC2)cc1)Nc1ccc(F)cc1[N+](=O)[O-]	-10%
CCC(NC(=O)C(C)NC)C(=O)N1CCCC1C(=O)NC1CCCc2ccccc21 (stereo not drawn)	6%
COc1ccc([C@H]2C(C(=O)O)=C[C@@H](CC3CCCC3)N2S(=O)(=O)c2ccc(C)cc2)cc1OC	2%
Cc1ccc(N2CC(C(=O)NCc3n[nH]c(=O)c4ccccc34)CC2=O)cc1C (stereo not drawn)	2%
C#CCOCCOCCOCCNc1nc(N2CCN(C(=O)[C@H](CCCCN)n3cc(CN)nn3)CC2)nc(N2CCN(C(=O)[C@H](CCC(=O)O)n3cc([C@@H](N)CCCCN)nn3)CC2)n1	15%
C[C@@H]1CN([C@@H](C)CO)C(=O)c2cccc(NC(=O)C3CCOCC3)c2O[C@H]1CN(C)S(=O)(=O)c1ccc(Cl)cc1	1%
COc1ccccc1NC(=O)c1cc(S(=O)(=O)N2CCCC2)cn1C	-1%
O=C(Nc1ccccc1Cl)Nc1cccc2cccnc12	-2%
COc1ccc(NC(=O)C2CC(c3ccc(Cl)cc3)=NO2)cc1OC (stereo not drawn)	0%
CSc1ccccc1NC(=O)COC(=O)c1cnc(C)cn1	5%
CCCCN1CC(COCc2ccccc2)Oc2ccccc2S1(=O)=O (stereo not drawn)	35%[activator]
COc1ccc(S(=O)(=O)N2CCOCC2)cc1C(=O)N(C)Cc1ccccc1F	-9%
COc1ccc(CN2CCN(Cc3ccccc3F)CC2)cc1OC	-5%
CC(C)(C)c1ccc(-c2n[nH]c(=S)n2-c2ccccc2)cc1	9%
COc1ccc(S(=O)(=O)NNC(=O)c2ccc([N+](=O)[O-])cc2)cc1	0%[2.29 µM]
CCOc1ccc2ccccc2c1CNCCc1ccc(S(N)(=O)=O)cc1	3%
C[C@H](CO)N1C[C@H](C)[C@@H](CN(C)S(=O)(=O)c2cccs2)Oc2c(NC(=O)NC3CCCCC3)cccc2C1=O	1%
O=C(OCC(=O)N1CCN(S(=O)(=O)c2ccc(Cl)cc2)CC1)C1CCC1	4%
O=C(CSc1nnc(C2CC2)n1C1CC1)c1cc(F)ccc1F	-9%
C[C@@H]1C=CC(=O)O[C@@H]1c1ccc(Cl)cc1	-3%
COc1ccc(OC)c(C(=O)N/N=C/c2ccccn2)c1	-2%
COc1ccc(N(CC(=O)NCCSCc2ccccc2Cl)S(C)(=O)=O)cc1Cl	0%
CN(Cc1nc2ccccc2c(=O)[nH]1)C(=O)c1cccc(NC(=O)c2cccs2)c1	-2%

Other results.
SMILES	L3MBTL1 block
COc1cc(CCC(=O)Nc2ccc(C)c(S(=O)(=O)N3CCCCCC3)c2)cc(OC)c1OC	-2%
Cc1cc(C(=O)Nc2ccc(Cl)cc2)c2ccccc2n1	4%
CCN(C(=O)CSc1nnnn1-c1ccc(OC)cc1)C1CCS(=O)(=O)C1 (stereo not drawn)	-3%
CCOc1ccc(NC(=O)CSc2nnc(C3CC3)n2C2CC2)cc1	1%
COc1cccc(-c2ccc3nnc(SCC(=O)Nc4ccc(NC(C)=O)cc4)n3n2)c1	-7%
CN(c1ccccc1C(=O)Nc1ccccc1-c1ccccc1)S(C)(=O)=O	0%
Cc1cccc(NC(=O)CN2C(=O)c3ccccc3S2(=O)=O)n1	6%
Cc1ccc(NC(=O)CN(C)C(=O)c2cc(C)on2)cc1	-3%
COc1cccc2c(C)cc(N3CCCCCC3)nc12	1%
COc1cc(NC(=O)c2ccccc2)c(OC)cc1NC(=O)Cc1ccc(C)cc1	-1%
O=C(COC(=O)c1ccc2c(c1)OCCO2)NCc1ccccc1Cl	-3%
CC(=O)N1N=C(c2ccc(Cl)cc2)CC1c1ccc([N+](=O)[O-])cc1 (stereo not drawn)	4%
CN(CC(=O)Nc1cccc(F)c1)C(=O)c1cccc(-n2cccc2)c1	7.1µM*
Cc1ccc(Cl)cc1NC(=O)C1COc2ccccc2O1 (stereo not drawn)	11%
O=C(COc1ccc(F)cc1)NNC(=O)Cn1ccc(C(F)(F)F)n1	9%
CCSc1nnc(NC(=O)CCNC(=O)c2ccccc2Cl)s1	3%

An excerpt; count on the stated rates, not on these rows.
